Compound activity as filed in PubChem BioAssay.
Nrf2 block = inhibitors of Nrf2 signaling; A549 ARE-Fluc reporter, luciferase luminescence, 18-24 h; Potency, µM (titrated, usually from 46 µM), for the others: at the top dose activity change, negative = inhibition, hits mostly inhibitors; actives 2.1% (n = 360,000); AID 504444; further: potency means the concentration at half of the fitted maximal effect; on the % scale 0 is the no-effect control and ±100 the full control effect; nearly all actives have a fitted effect of over 60% in size
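Nrf2 function is reported as luminescence of an ARE-controlled luciferase in A549 cells. Compounds were tested at several concentrations, and a CellTiter-Fluor read on the same wells flagged cytotoxicity.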
Nrf2 ARE act = activators of Nrf2 (ARE) signaling | actives 0.31% (n = 410,000) | Potency, µM (titrated, usually from 46.1 µM), for inactives: at the highest dose activation, hits mostly activators | AREc32 ARE-luciferase reporter (MCF7-derived line), luminescence, 24 h | AID 624171; further: potency means the concentration at half of the fitted maximal effect; % of control where 0% means no effect; nearly all actives have a fitted effect of over 65% in size
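AREc32_Fluc, 1000 cells/well, OPTI-MEM + 5% FBS, o/n 37 deg C 5% CO2; 23 nL cpd by pin tool, 24 hr; Steady-Glo 30 min RT, luminescence.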
HepG2 tox = kills HepG2 cells in TGF-b inhibitor counter-screen. HepG2 CAGA-GFP viability, ATP luminescence, 18 h. Potency, µM (top dose mostly 46.1 µM), for inactives: at the top dose activity change, negative = cytotoxicity, hits mostly cytotoxic. actives 0.76% (n = 410,000); further: potency means the concentration at half of the fitted maximal effect; some results filed as inactive show a strong effect at the top dose
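CellTiter-Glo luminescence gave cytotoxicity after 18 hours at 37 degrees C. The cells were HepG2 CAGA-GFP in 1% FBS DMEM, stimulated with 500 pg/mL TGF-beta after compound addition. %Activity was normalised to no-cell wells (complete cell-killing) and DMSO (no toxicity), and curves were fitted and classified.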
A549 viability = A549 cytotoxicity, counter-screen for Nrf2 inhibitors | A549 ARE-Fluc cells, CellTiter-Fluor viability, 18-24 h | Potency, µM (highest dose often 46 µM), without a hit: at the highest dose activity change, negative = cytotoxicity, usual class: inhibitors | actives 0.16% (n = 390,000); further: potency means the concentration at half of the fitted maximal effect; on the % scale 0 is the no-effect control and ±100 the full control effect
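A549 ARE_Fluc cells in 5% FBS OPTI-MEM were exposed to compounds in concentration-response for 18-24 h at 37 deg C. Viability was read by CellTiter-Fluor fluorescence (Ex 405/Em 525) after 30 min, before the luciferase read.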
TGFb SMAD3 inh = blocks TGF-b signaling. HepG2 CAGA-GFP TGF-b/SMAD3 reporter, GFP fluorescence, 18 h; TGF-beta stimulated, 500 pg/mL final. Potency, µM (doses to about 46.1 µM), for inactives: at the top dose activity, negative = inhibition, usual class: inhibitors. actives 1.2% (n = 410,000); further: potency means the concentration at half of the fitted maximal effect; on the % scale 0 is the no-effect control and ±100 the full control effect; nearly all actives have a fitted effect of over 65% in size
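Inhibition was scored as loss of TGF-beta-induced (500 pg/mL final, 18 hours, 37 degrees C) GFP in HEPG2 cells carrying a CAGA-GFP reporter, in DMEM with 1% FBS. Well GFP was summed per cell; Activity was normalised to unstimulated and stimulated DMSO wells, then concentration-response fitting.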
pAkt inh = inhibitors of Akt phosphorylation; actives 0.32% (n = 360,000); Neuro2A IGF-stimulated pAkt S473 HTRF, 20 min; hits give low values; activity change, % for hits at 50 µM; in the data active means activity change below about -80%; inconclusive means mostly about -51% to -80%; further: on the % scale 0 is the no-effect control and ±100 the full control effect
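Neuro2A cells in DMEM with 0.5% FBS, overnight at 37 deg C, given compound at single 50 µM final, then IGF (6 nM final) for 20 min at 37 deg C. Lysed; phospho-Akt Ser473 by HTRF after 24 h, 665/615 ratio.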
CCT modulator = modulators of cytosolic chaperonin (CCT/TRiC) activity; purified chaperonin ATPase assay, HTRF ADP detection, 30 min; activity change, % (no concentration beside the values), hits read low; actives 0.3% (n = 360,000); AID 651819; in the data active means activity change below about -30%; further: on the % scale 0 is the no-effect control and ±100 the full control effect
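First, chaperonin was dispensed at 40 nM or 20 nM final depending on batch activity. Next, compounds were pinned at 76 uM and ATP added at 10 uM. After 30 min at 37 °C, ADP detection reagents ran 30 min at ambient temperature.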
MmCpn inh = blocks the Methanococcus maripaludis chaperonin Mm-Cpn. actives 0.031% (n = 330,000). Potency, µM (highest dose often 76.9 µM), for the others: top-dose activity, negative = inhibition, hits mostly inhibitors. purified Mm-Cpn ATPase, ADP Transcreener TR-FRET; further: potency means the concentration at half of the fitted maximal effect; on the % scale 0 is the no-effect control and ±100 the full control effect; nearly all actives have a fitted effect of over 80% in size
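Eu-cryptate anti-ADP/ADP-d2 competition gives a ratio inversely related to ADP. Enzyme at 25 nM was pre-exposed to compound for 10 min, then given 10 uM ATP for 30 min, 37°C throughout.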
Abeta rescue = A-beta toxicity reversal in yeast | yeast expressing A-beta42, growth rescue, OD600, 48 h; response scale: 0% DMSO, 100% iron-clioquinol control | Potency, µM (highest dose often 46.1 µM), inactives show at the highest dose growth rescue, usual class: activators | actives 0.063% (n = 410,000) | AID 1347071; further: potency means the concentration at half of the fitted maximal effect; nearly all actives have a fitted effect of over 55% in size
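Yeast growth medium received pinned compounds, then yeast cells expressing toxic A-beta were added; plates incubated at 30 C for 48 hr. Growth read as absorbance at 600 nm, normalized to DMSO and equimolar FeCl3 plus clioquinol controls.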
* marks the source's active call; other numbers are inactive results; i = inactive; ? = inconclusive; . = not tested or not shown; & = joins results of further samples; [ ] = dose if it differs, or a comment. Unless noted, the call rests on the fitted dose curve; in most records, active means well fitted curve in the direction sought with a large enough effect; inconclusive means small, poorly fitted or top-dose-only effect, or another doubt; inactive means no such curve, though single readings can be large; an effect the other way counts as inactive or inconclusive.

SMILES | Nrf2 block | Nrf2 ARE act | HepG2 tox | A549 viability | TGFb SMAD3 inh | pAkt inh | CCT modulator | MmCpn inh | Abeta rescue
COc1cc(C(=O)N[C@@H](C)C(=O)N2CCC3(CC2)NCCc2[nH]cnc23)cc(OC)c1OC | 21% | -0.9% | 1% | -7% | 8% | i | 1.6 | -2% | 2%
COc1ccc(/C=N/NC(=O)CC(=O)NCc2cccnc2)c(OC)c1 | 1% | -0.8% | 0% | -8% | 3% | i | 0.7 | 1% | -1%
COc1cc(OC)cc(C(=O)NCC2CCCN(C(=O)c3oc(C)cc3C)C2)c1 (centres undefined) | -14% | 0.1% | -2% | 0% | 12% | i | -2.1 | -3% | -8%
CCCSc1nc(=O)c2c(n1C)NC(=O)CC2c1cccc(F)c1F (centres undefined) | 10% | 0.1% | 7% | 9% | 7% | . | . | . | -7%
COc1cc(NC(=O)CN(C)S(=O)(=O)c2ccc(-c3ccc(=O)[nH]n3)s2)cc(OC)c1 | 10% | -0.5% | 8% | 0% | 23% | i | -2.8 | -7% | 2%
Cc1cccn2c(/C=N/OCc3cccc(F)c3)c(-c3ccc(Cl)cc3)nc12 | . | 0.7% | 8% | 15% | -3% | i | 1.3 | -1% | 16%
CCCCOc1ccc(S(=O)(=O)Nc2ccc(-c3ccc(N4CCCCCC4)nn3)cc2)cc1 | . | 2.8% | -1% | ? | 4% | . | . | . | -6%
Cc1ccc(C(=O)NNC(=O)OC(C)(C)C)c(Cl)c1 | 12% | -0.8% | 1% | 3% | 0% | i | -1.5 | -1% | -1%
Cc1occc1-c1nnc(SCC(=O)NCCc2ccccc2)n1C(C)c1ccccc1 (centres undefined) | 17% | 0.3% | 4% | -3% | -28% | i | 0.5 | 0% | 16%
NC(COCc1ccccc1)c1csc(NC(=O)Nc2cccc(Cl)c2)n1 (centres undefined) | . | -2.3% | -112% | . | ? | i | -0.3 | . | -10%
O=C(NCc1ccccc1)N(Cc1nc2ccccc2c(=O)[nH]1)C1CCCC1 | ? | 0.4% | -43% | -12% | 0% | i | -1.8 | -1% | 11%
CCOC(=O)c1cccnc1SCC(=O)NC(C)CC (centres undefined) | . | 0.2% | -18% | 15% | -18% | i | -2.2 | 2% | -22%
C#CCOCCOCCOCCNc1nc(N2CCN(C(=O)[C@H]([C@@H](C)CC)n3cc([C@@H](N)CO)nn3)CC2)nc(N2CCN(C(=O)[C@H](CCCCN)n3cc([C@@H](N)CC(C)C)nn3)CC2)n1 | -7% | -1.0% | 3% | -6% | -4% | i | -1.4 | . | -7%
FC(F)(F)c1cccc(Cn2nnnc2-c2cccc(C(F)(F)F)c2)c1 | ? | 0.2% | -9% | 4% | -12% | i | -0.1 | -1% | 28%
COc1cccc(C(=O)Nc2ccc3nc(SCCOc4ccccc4)sc3c2)c1 | ? | -1.0% | -1% | -9% | -7% | . | . | . | -15%
Cc1noc(C)c1S(=O)(=O)Nc1ccc(C(=O)Nc2ccc(Br)cc2)cc1 | ? | -0.9% | -11% | 1% | -15% | . | . | . | -9%
CC(C)(C)c1nnc2sc(SCCN3C(=O)c4ccccc4C3=O)nn2c1=O | 20% | 0.1% | -14% | 3% | -11% | i | 2.0 | 1% | -39%
CC1(C)CC(=O)C=C(/C=C/c2ccccc2)C1 | 3% | 4.0% | -6% | 14% | 3% | i | -1.0 | 1% | -11%
COc1ccc(C)cc1NC(=O)CSc1cccc[n+]1[O-] | -7% | 4.4% | 0% | 11% | 6% | i | -1.4 | -4% | -18%
COc1ccccc1NC(=O)c1c(C)cc(C)nc1SCC(=O)Nc1ccc(C)cc1 | ? | 5.4% | -16% | -14% | ? | . | . | . | 23%
Cc1cc(=O)oc(C)c1C(=O)NCC1CCCO1 (centres undefined) | 5% | 0.2% | -17% | 0% | 21% | i | -3.4 | -1% | 2%
CCOC(=O)C1=CN(Cc2cccc(-c3cccnc3)c2)S(=O)(=O)N(C)C1C (centres undefined) | ? | 6.6% | -12% | 21% | 5% | i | -2.8 | -2% | -4%
CCN(CC)S(=O)(=O)c1ccc(N2CCCC2)c(NS(=O)(=O)c2ccc(OC)cc2)c1 | -13% | -0.2% | -12% | 6% | ? | i | -1.3 | 1% | 23%
Cc1ccc(S[C@@H](CCN2CC[C@H](NC(=O)OCc3ccccc3)CCC2=O)c2ccccc2)cc1 | ? | 3.2% | -2%&-18% | ? | 10µM* | i | -0.1 | 1% | 12%
COc1ccc(C(=O)N2CCCCCC2)cc1S(=O)(=O)N1CCOCC1 | 1% | 0.1% | 13% | 4% | 18% | i | 3.7 | -23% | -8%
CCc1ccc(C(=O)c2cn(CC(=O)Nc3ccc4c(c3)OCCO4)c3ccc(CC)cc3c2=O)cc1 | 2% | -1.2% | -1% | -2% | -1% | . | . | . | -7%
Cc1ccc(OCC(=O)N2CCN(C(=O)c3ccco3)CC2)cc1 | 6% | 0.1% | 28% | 7% | 26% | i | -10 | 2% | 12%
CC(C)NC(=O)Nc1ccc2c(c1)N(C)C(=O)c1ccccc1S2 | 4% | 4.0% | -32% | 0% | -1% | . | . | . | 0%
CC[C@]12c3[nH]c4ccc(OC)cc4c3CCN1C(=O)C(CC(=O)NCC13CC4CC(CC(C4)C1)C3)C[C@@H]2C(=O)N1CCN(C(=O)C2CC2)CC1 (some centres undefined) | ? | 7.1% | 3% | ? | ? | i | -0.9 | -4% | 0%
O=C(NCc1ccco1)c1ccccc1-c1nc(-c2ccc(F)cc2)no1 | 24% | ? | -5% | 5% | 15% | i | -0.6 | -4% | 3%
CC(C)(O)C#Cc1ccc(C(=O)N2CCN(C(=O)c3ccco3)CC2)cc1 | ? | -0.5% | -5% | -4% | 3% | i | -1.5 | 0% | 19%
Cc1cc(NC(=O)CCC2COc3ccccc3O2)no1 (centres undefined) | 20% | -0.3% | 5% | -4% | 4% | i | -0.1 | 2% | 27%
COc1ccc(CCN2CC(C(=O)N3CCN(C(C)=O)CC3)CCC2=O)cc1 (centres undefined) | 6% | -0.6% | -8% | 2% | -11% | i | -0.8 | 2% | -2%
Nc1c(C(=O)Nc2ccc(F)cc2)sc2nc(-c3cccs3)cc(C(F)(F)F)c12 | -5% | 17% | 6% | 17% | 73%[activator] | . | . | . | 0%
Cc1ccc(S(=O)(=O)NCC(=O)NCCc2c[nH]c3ccccc23)cc1C | -29% | 2.4% | -6% | 0% | -12% | i | -2.0 | ? | -3%
CCOC(=O)C1=C(CSc2n[nH]c(N)n2)NC(=O)NC1C (centres undefined) | 1% | 0.3% | -2% | -11% | -5% | i | 0.7 | ? | 5%
O=C(CCC(=O)N(CC(=O)NC1CCCC1)C1CCCCC1)Nc1ccccn1 | -5% | -0.1% | -3% | -16% | 34%[activator] | i | -0.9 | 0% | -10%
CC(CO)NCC12CC3CC(CC(C3)C1)C2 (centres undefined) | 27% | -0.8% | -2% | 2% | -25% | i | -2.8 | 1% | -16%
CN1CCN(S(=O)(=O)c2ccc3c(c2)NC(=O)C2CCCN32)CC1 (centres undefined) | -28% | -1.0% | 1% | -2% | 6% | i | -0.3 | 0% | -12%
Cc1sc2nc(CSc3n[nH]c(N)n3)[nH]c(=O)c2c1C | -12% | -0.4% | 19% | -6% | -2% | i | -1.0 | 1% | -7%
COc1cc(C(O)c2nc(/C=C/c3ccccc3)cs2)ccc1F (centres undefined) | . | 0.1%[9.22 µM] | -38% | . | ? | i | -0.9 | . | 13%

Quoted at random: 5 compounds from above.
SMILES | Nrf2 block | Nrf2 ARE act | HepG2 tox | A549 viability | TGFb SMAD3 inh | pAkt inh | CCT modulator | MmCpn inh | Abeta rescue
Nc1c(C(=O)Nc2ccc(F)cc2)sc2nc(-c3cccs3)cc(C(F)(F)F)c12 | -5% | 17% | 6% | 17% | 73%[activator] | . | . | . | 0%
Cc1cc(NC(=O)CCC2COc3ccccc3O2)no1 (centres undefined) | 20% | -0.3% | 5% | -4% | 4% | i | -0.1 | 2% | 27%
Cc1cc(=O)oc(C)c1C(=O)NCC1CCCO1 (centres undefined) | 5% | 0.2% | -17% | 0% | 21% | i | -3.4 | -1% | 2%
CCN(CC)S(=O)(=O)c1ccc(N2CCCC2)c(NS(=O)(=O)c2ccc(OC)cc2)c1 | -13% | -0.2% | -12% | 6% | ? | i | -1.3 | 1% | 23%
CC(CO)NCC12CC3CC(CC(C3)C1)C2 (centres undefined) | 27% | -0.8% | -2% | 2% | -25% | i | -2.8 | 1% | -16%

Full records, quoted from the list. Screens in order: Nrf2 block, Nrf2 ARE act, HepG2 tox, A549 viability, TGFb SMAD3 inh, pAkt inh, CCT modulator, MmCpn inh, Abeta rescue
COc1ccc(CCN2CC(C(=O)N3CCN(C(C)=O)CC3)CCC2=O)cc1 (centres undefined) across the screens: 6%, -0.6%, -8%, 2%, -11%, i, -0.8, 2%, -2%
CC(C)NC(=O)Nc1ccc2c(c1)N(C)C(=O)c1ccccc1S2 across the screens: 4%, 4.0%, -32%, 0%, -1%, ., ., ., 0%
